High-throughput results: PubChem BioAssay, Southern Research Specialized Biocontainment Screening Center
M. tuberculosis: growth inhibition of non-replicating M. tuberculosis (AID 488890). Mycobacterium tuberculosis non-replicating, growth inhibition; higher % means a stronger effect. inhibition, % at 25 µM; hits with a dose series show IC50 in µM. hit rate 0.39% among 320,000; in the data active = a potency from the dose series; inconclusive = inhibition mostly from about 82% at the one dose, without a potency; inactive = the rest, 99 in 100 with inhibition below about 76%;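 note: plate controls were DMSO cells for no effect and high antibiotic wells for full effect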
influenza NS1A: NS1A inhibition, H1N1 influenza, cell based functional assay (AID 504329). NS1A functional cell-based assay, percent inhibition; higher % means a stronger effect. inhibition, % at 12.5 µM, or IC50 in µM where a hit was titrated. hit rate 0.3% among 340,000; in the data active = a potency from the dose series; inconclusive = inhibition above about 27% without an active follow-up result; note: strong numbers were not always called active
M. tuberculosis HTS: M. tuberculosis growth inhibition, HTS (AID 449762); M. tuberculosis H37Rv growth inhibition, 7H9 media; higher % means a stronger effect; one-dose inhibition, % at 25 µM; IC50 in µM for titrated hits; hit rate 0.59% among 330,000; in the data active = a potency from the dose series; inconclusive = inhibition above about 70% without an active follow-up result;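 note: bacterial growth assessed after seven days of incubation; strong numbers were not always called active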
Salmonella PhoP GFP: Inhibition of PhoP regulon, Salmonella typhi GFP reporter cells, confirmation, 4 h (AID 1850); Salmonella Typhi PhoP-promoter GFP reporter, fluorescence, 4 h; higher % means a stronger effect; inhibition, % at 50 µM; hits with a dose series show IC50 in µM; hit rate 0.33% among 310,000; in the data active = a potency from the dose series; inconclusive = inhibition mostly from about 25% at the one dose, without a potency; inactive = the rest, 99 in 100 with inhibition below about 19%;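 note: 0% = induced wells with vehicle and 100% = uninduced wells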
VEEV TC-83 Vero: inhibitors of VEEV TC-83 cytopathic effect, confirmation, Vero cells (AID 588727); hit rate 0.13% among 350,000; Vero cells, VEEV TC-83 cytopathic effect inhibition; higher % means a stronger effect; inhibition, % at 20 µM; hits with a dose series show IC50 in µM; in the data active = a potency from the dose series; inconclusive = inhibition mostly from about 14% at the one dose, without a potency; inactive = the rest, 99 in 100 with inhibition below about 12%; note: strong numbers were not always called active
VEEV TC-83 Vero 10K pilot screen: second read-out of VEEV TC-83 Vero, no call of its own (marks repeat the call); inhibition, %; measured here: 10K pilot screen inhibition
* hit, by the source's call; i = inactive; ? = inconclusive; . = not tested or not shown.

SMILES	M. tuberculosis	influenza NS1A	M. tuberculosis HTS	Salmonella PhoP GFP	VEEV TC-83 Vero	others
N#Cc1ccc(NC(=O)Cn2cnc(S(=O)(=O)N3CCCC3)c2)cc1	4%	12%	0%	11%	0.4%
S=C(NCCc1ccccc1)Nc1ccc(Br)cn1	67%	-1%	9%	19%	0.5%
Cc1ccc(/C=N/Nc2ccccn2)s1	40%	2%	6%	10%	1.0%
O=c1c2ccccc2ccc2ccccc12	5%	-9%	0%	.	0.8%
Cc1ccc(NC(=O)c2sc3ncn(CC(=O)N4CCOCC4)c(=O)c3c2C)c(Br)c1	-9%	-8%	7%	3%	1.1%
Cc1ccsc1C(=O)Nc1ccc(O)c(-c2nc3ccccc3s2)c1	3%	-3%	-9%	5%	i
O=C(CCS(=O)(=O)c1cccs1)NC1CCCCCC1	3%	0%	-6%	-3%	1.4%
O=C(O)/C(=N/NC(=O)c1ccc(Cl)cc1)c1ccccc1	1%	-22%	-8%	7%	i
CCOCCCNC(=S)N1CCC(C(=O)c2ccc3c(c2)OCCO3)CC1	11%	-12%	-5%	3%	4.3%
CSc1ccc(S(=O)(=O)Nc2ccc(OCC(=O)N3CCOCC3)cc2)cc1	-4%	-4%	-2%	8%	1.7%
CCSC(=O)N1CCCCCC1	-4%	8%	-8%	.	0.2%
Clc1ccc(-c2nnc(NC3=NCCCCC3)o2)cc1	9%	-10%	-1%	-1%	4.8%
ONC(=Nc1ccccc1)c1ccccc1Cl	1%	-8%	-16%	0%	0.1%
O=C(CCC(=O)c1cccs1)Nc1nnc(C2CC2)s1	3%	2%	-7%	-6%	i
CN(C)c1nc2ccc(OCCN3CCCCC3)cc2s1	2%	6%	-9%	-1%	2.4%
COc1ccc(O)c(C(=O)c2cnc3nc4ccccc4n3c2)c1	-7%	4%	7%	0%	6.8%	VEEV TC-83 Vero 10K pilot screen=4.6
CC(=O)OC1=CC[C@H]2[C@@H]3CC[C@H]4C[C@H](OC(C)=O)[C@@H](OC(C)=O)C[C@]4(C)[C@H]3CC[C@]12C	38%	-3%	-12%	-17%	3.0%
COC(=O)c1cccc(C(=O)Nc2ccc(C)cc2Br)n1	29%	28%	43%	5%	1.0%
CCC(CC)c1nnc(NC(=O)C2CC(=O)N(c3ccc4c(c3)OCCO4)C2)s1 (centres undefined)	5%	-4%	1%	10%	1.5%
CC(=O)Nc1cccc(/C(C)=N/NC(=O)c2ccc(Cl)cc2Cl)c1	-7%	-12%	-4%	-13%	2.4%
CC(C)(C)c1ccc(COC(=O)Nc2ccc(F)cc2)cc1	68%	-4%	7%	-1%	0.1%
Cc1ccc2c([N+](=O)[O-])c(C)ccc2n1	-3%	2%	-15%	5%	1.3%
CCOC(=O)C(C)Oc1ccc(OCc2ccccc2)cc1 (centres undefined)	2.2µM*	-5%	4.2µM*	-3%	i
CCOC(=O)C1CCCN(C(=O)COC(=O)c2ccc(C#N)cc2)C1 (centres undefined)	30%	3%	1%	6%	0.5%
C/C(=N\N=C(N)N)c1ccc(C)c(C)c1	7%	-9%	-2%	18%	i

The final two compounds of the part above open the next one.
SMILES	M. tuberculosis	influenza NS1A	M. tuberculosis HTS	Salmonella PhoP GFP	VEEV TC-83 Vero	others
CCOC(=O)C1CCCN(C(=O)COC(=O)c2ccc(C#N)cc2)C1 (centres undefined)	30%	3%	1%	6%	0.5%
C/C(=N\N=C(N)N)c1ccc(C)c(C)c1	7%	-9%	-2%	18%	i
COc1ccc(NC(=O)c2oc3ccccc3c2NC(=O)C2CCCO2)cc1OC (centres undefined)	11%	-1%	-5%	14%	10%
Cc1c(NC(=O)CN2CCN(c3ccc([N+](=O)[O-])cc3)CC2)c(=O)n(-c2ccccc2)n1C	-5%	1%	-4%	15%	2.3%
CCOC(=O)C1C(=O)NC(c2ccccc2)=NC1c1ccccc1 (centres undefined)	-3%	-1%	3%	-3%	0.0%
CN1C(=O)C(/C(N)=N/NC(=O)c2ccccc2)C2CC1(C)Oc1ccccc12 (centres undefined)	-11%	1%	-3%	7%	0.3%
CC1CN(c2ccc([N+](=O)[O-])c(NCCOc3ccccc3)c2)CCN1 (centres undefined)	?	4%	23%	16%	9.5%
Cc1ccccc1NC(=O)CC1C(=O)Nc2ccccc2N1CC(=O)N(C)C1CCS(=O)(=O)C1 (centres undefined)	6%	-9%	-1%	.	0.2%
O=C(NCc1ccccc1)C(=O)Nc1nc(-c2ccccc2)cs1	?	-1%	?	2%	81%
Cc1ccc(NS(=O)(=O)c2c(C)ccc3nsnc23)c([N+](=O)[O-])c1	22%	4%	-1%	-1%	2.1%
O=c1cc(C(F)F)oc2c1ccc1ccccc12	6%	-4%	16%	12%	1.0%
O=C(Nc1cccc(F)c1)/C(=C\c1ccco1)NC(=O)c1cccs1	24%	1%	7%	-12%	5.0%
Cc1ccc(C)c(NC(=O)CCC(=O)N/N=C/c2cccnc2)c1	5%	-7%	0%	7%	2.9%
CCN(CC)S(=O)(=O)c1ccc(Oc2ccccc2)cc1	30%	17%	5%	-6%	i
O=C(Nc1cc(S(=O)(=O)N2CCOCC2)ccc1N1CCCCC1)c1ccccc1	4%	-2%	-2%	.	6.7%
COc1ccc(Cl)c(OC)c1C(=O)NC(=O)Nc1c(F)cc(F)cc1F	-3%	.	5%	7%	2.6%
O=C(Nc1ccc2nccnc2c1)Nc1ccccc1Cl	-2%	-13%	-3%	-11%	0.9%
COc1ccc(OC)c(C2C(C(=O)c3ccccc3)=C(C)Nc3nc4ccccc4n32)c1 (centres undefined)	.	4%	-9%	1%	0.1%
Cn1c(SCC(=O)Nc2ccccc2Br)nnc1-c1cnccn1	21%	-3%	5%	5%	0.3%
CC(C)C(=O)Nc1ccc(C(=O)N2CCCCCC2)cc1	6%	-5%	-4%	4%	i
CCOC(=O)C1CCN(c2nc(-c3ccc(Br)cc3)nc3ccccc23)CC1	43%	-1%	16%	1%	0.8%
O=C(Cc1ccccc1)NCC(=O)N1CCCCC1	-19%	10%	6%	0%	i
CCc1[nH]nc2c1C(c1cccnc1)C(C#N)=C(N)O2 (centres undefined)	-36%	-2%	4%	11%	2.3%
COc1ccc2oc(C(=O)OC(C)C(=O)Nc3ccc(N4CCOCC4)cc3)c(C)c2c1 (centres undefined)	9%	-12%	-6%	.	3.5%
NC(=O)/C=C/C(=O)Nc1ccc(Cl)cc1	?	0%	5%	5%	9.0%
COc1cc(C)ccc1OCc1cc(C(=O)NC(C)Cn2cncn2)no1 (centres undefined)	-1%	6%	1%	-11%	3.0%
Cc1ccccc1OCCC(=O)N1CCN(S(=O)(=O)c2ccccc2F)CC1	2%	-12%	-7%	2%	4.4%

Next section; it opens with the two that closed the last part.
SMILES	M. tuberculosis	influenza NS1A	M. tuberculosis HTS	Salmonella PhoP GFP	VEEV TC-83 Vero	others
COc1cc(C)ccc1OCc1cc(C(=O)NC(C)Cn2cncn2)no1 (centres undefined)	-1%	6%	1%	-11%	3.0%
Cc1ccccc1OCCC(=O)N1CCN(S(=O)(=O)c2ccccc2F)CC1	2%	-12%	-7%	2%	4.4%
COc1ccc(C)cc1NC(=O)CN1CCN(c2ccccn2)CC1	-6%	-5%	1%	5%	1.2%
COC(=O)C(C)N=Cc1ccccc1 (centres undefined)	-16%	-4%	0%	10%	0.8%
Cc1ccc(C(=O)N/C(=C\c2cccc([N+](=O)[O-])c2)C(=O)OCN2C(=O)c3ccccc3C2=O)cc1	?	0%	9%	-6%	i
CCOc1ccc(NC(=O)CSc2n[nH]c(=O)n2-c2ccccc2)cc1	0%	3%	1%	16%	i
CCOc1ccc(N2C(=O)CC(N(Cc3ccco3)C(=O)CC)C2=O)cc1 (centres undefined)	-8%	-15%	-1%	-6%	0.3%
COc1ccc(NC(=O)c2ccc[n+]([O-])c2)cc1	9%	-5%	-17%	-5%	0.2%
c1ccc2c(c1)CNCc1cnnn1-2	.	0%	.	.	0.6%
Cc1ccc(OC(=O)CCC(=O)Nc2ccc(C)c(C)c2)cc1	-6%	-2%	-3%	-1%	0.5%
CCCC(=O)Nc1c(-c2ccccc2Cl)c(=O)c2ccccc2n1C	-16%	-32%	-3%	-2%	0.3%
C/C(=N\NC(=O)c1c(-c2ccccc2Cl)noc1C)c1cccc(NC(=O)C(C)C)c1	1%	-3%	1%	-8%	0.3%
CCOC(=O)c1cc(CC)sc1NC(=O)COC	-4%	-14%	4%	3%	2.0%
COC(=O)NNC(=O)/C=C/c1ccccc1	24%	2%	0%	-8%	i
O=C(NCCCc1ccccc1)c1cc([N+](=O)[O-])ccc1Cl	35%	1%	5%	-6%	i
N#CC1=C(N)N2C(=C(C#N)C1c1cccc(Br)c1)Nc1ccccc12 (centres undefined)	-3%	-2%	-2%	-3%	2.4%
CN(C)S(=O)(=O)c1ccc(C(=O)NCCc2ccco2)cc1	-5%	-8%	-6%	-9%	i
COc1cc(C(=O)O)ccc1OCc1c(C)noc1C	-2%	-6%	-7%	4%	i
Cc1ccc(-n2c(SCC(=O)Nc3nccs3)nc3c(c2=O)SCC3)cc1	0%	-2%	5%	-6%	4.8%
COc1ccc(NC(=S)NCc2ccc(F)cc2)cc1	?	-11%	0%	21%	i
OCCNc1nc2ccccc2n1-c1ncnc2sc3c(c12)CCC3	.	7%	.	.	4.3%
Cc1nn(-c2ccccc2)c2c1C(c1ccncc1)C(C#N)=C(N)O2 (centres undefined)	-5%	2%	-7%	-3%	2.1%
Cc1cc(SCC(=O)N/N=C/c2ccc(C(=O)O)cc2)nc2ccccc12	-1%	-1%	2%	-16%	i
COc1cccc(CN(CCC(C)C)S(=O)(=O)c2cc(Br)ccc2Br)c1	.	-25%	.	.	i
Cc1ccc(C(C)NC(=O)COC(=O)C2=COCCO2)cc1C (centres undefined)	-29%	-1%	68%	.	0.6%
OC1(c2cccc(C(F)(F)F)c2)CCN(c2ccc(-c3ccccc3)nn2)CC1	-14%	-3%	-7%	-3%	2.5%
COC(=O)c1ccc2c(c1)nc(C)n2CCO	6%	10%	3%	-5%	0.7%

The closing two entries of the part before lead into the next.
SMILES	M. tuberculosis	influenza NS1A	M. tuberculosis HTS	Salmonella PhoP GFP	VEEV TC-83 Vero	others
OC1(c2cccc(C(F)(F)F)c2)CCN(c2ccc(-c3ccccc3)nn2)CC1	-14%	-3%	-7%	-3%	2.5%
COC(=O)c1ccc2c(c1)nc(C)n2CCO	6%	10%	3%	-5%	0.7%
O=C(Nc1ccc(F)c(Cl)c1)C1CC(=O)N(Cc2ccco2)C1 (centres undefined)	-11%	2%	-15%	.	1.8%
C[C@H]1CN([C@@H](C)CO)C(=O)c2cccc(NC(=O)c3nc4ccccc4s3)c2O[C@H]1CN(C)C(=O)Nc1ccc(F)cc1	67%	9%	57%	.	3.5%
CC1(C)CN=C(N(Cc2ccccc2)C(=O)Nc2ccccc2)S1	11%	-7%	1%	-2%	4.2%
COc1ccc(C(=O)c2c(-c3ccc(OC)cc3)oc3ccc(-c4ccc(OC)nc4)cc23)cc1	14%	11%	65%	-7%	i
O=C1CCCC(=O)C1=Cc1c[nH]c2ccccc12	0%	-6%	-1%	19%	0.5%
N#Cc1cccc(-c2cn(S(=O)(=O)c3ccc(Cl)cc3)nc2N)c1	-10%	0%	2%	20%	1.0%
COc1ccc(C(CCN)Cc2ccccc2)cc1 (centres undefined)	21%	0%	6%	0%	i
CCc1ccccc1NC(=O)CSc1n[nH]c(-c2cccnc2)n1	-29%	2%	2%	3%	2.8%
O=C(CCS(=O)(=O)c1ccc(Cl)cc1)Nc1ccc(N2CCOCC2)cc1	-1%	22%	-4%	-1%	1.4%
CC(=O)N1CCc2cc(Br)cc(S(=O)(=O)NCC3CCCO3)c21 (centres undefined)	-2%	5%	0%	-4%	i
COc1ccc(NS(=O)(=O)c2ccc3oc(SC4CCOC4=O)nc3c2)cc1 (centres undefined)	-8%	-3%	-5%	-6%	1.6%
O=C(CCCO)NC1Cc2ccccc2C1	0%	11%	6%	7%	2.9%
C[C@H](CO)N1C[C@H](C)[C@@H](CN(C)C)Oc2c(NC(=O)C3CC3)cccc2C1=O	-6%	-6%	5%	.	i
CSCC[C@H](NC(=O)Cc1c(C)c2c(cc(C)c3c(C)c(C)oc32)oc1=O)C(=O)O	-2%	-14%	0%	15%	i
Cc1ccc(CS(=O)Cc2ccc(C(=O)NCCc3ccccc3)o2)cc1 (centres undefined)	4%	4%	-7%	-3%	1.8%

Already shown: an excerpt of the list.
SMILES	M. tuberculosis	influenza NS1A	M. tuberculosis HTS	Salmonella PhoP GFP	VEEV TC-83 Vero	others
O=C(Nc1ccc(F)c(Cl)c1)C1CC(=O)N(Cc2ccco2)C1 (centres undefined)	-11%	2%	-15%	.	1.8%
C[C@H]1CN([C@@H](C)CO)C(=O)c2cccc(NC(=O)c3nc4ccccc4s3)c2O[C@H]1CN(C)C(=O)Nc1ccc(F)cc1	67%	9%	57%	.	3.5%
